High-throughput results: PubChem BioAssay, Broad Institute
p53 PUMA act – re-activators of the mutant p53 pathway; 1.5% of 28,000 active; activation, % at 9.98 µM; SW480 PUMA-promoter luciferase, p53 mutant reactivation; in the data active = activation above about 52%; inconclusive = no clear call, values can overlap the other calls
STK33 inh – human STK33 kinase inhibition. Q9BYT3. ADP-Glo luminescence, MBP substrate. inhibition, % at 12.5 µM. 0.44% of 27,000 active. AID 2322; in the data active = inhibition above about 20%; inconclusive = no clear call, values can overlap the other calls
Target sequence (Q9BYT3 whole entry, looked up): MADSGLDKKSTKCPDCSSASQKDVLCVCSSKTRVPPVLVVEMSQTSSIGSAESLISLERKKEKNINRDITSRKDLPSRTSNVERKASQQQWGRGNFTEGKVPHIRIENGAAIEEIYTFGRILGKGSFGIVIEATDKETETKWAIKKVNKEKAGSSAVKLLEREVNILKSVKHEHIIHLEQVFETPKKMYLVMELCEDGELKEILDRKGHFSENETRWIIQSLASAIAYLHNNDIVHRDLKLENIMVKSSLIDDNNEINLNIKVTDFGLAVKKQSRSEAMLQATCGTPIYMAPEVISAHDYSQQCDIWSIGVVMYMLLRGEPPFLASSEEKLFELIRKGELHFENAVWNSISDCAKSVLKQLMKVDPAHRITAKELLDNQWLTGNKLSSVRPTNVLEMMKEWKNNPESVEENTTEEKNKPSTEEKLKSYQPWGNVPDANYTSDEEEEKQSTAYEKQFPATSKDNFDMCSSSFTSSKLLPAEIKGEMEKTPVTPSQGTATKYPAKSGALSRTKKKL
Starred values were filed as active, the others as inactive; ? = inconclusive; . = not tested or not shown; & = joins results of further samples. These rows are one share of the data; count on the stated rates, not on these rows.

Sample of the layout (5 entries):
SMILES	p53 PUMA act	STK33 inh
C[C@@H]1CN([C@@H](C)CO)C(=O)c2cc(NC(=O)Nc3ccc(C(F)(F)F)cc3)ccc2O[C@@H]1CN(C)S(C)(=O)=O	.	-3
C[C@@H]1CN([C@H](C)CO)C(=O)Cc2cc(NC(=O)Nc3ccc(F)cc3)ccc2O[C@@H]1CN(C)C	.	1
COc1ccccc1-c1cnc2c(c1)C(=O)N([C@@H](C)CO)C[C@@H](C)[C@H](CN(C)C(=O)CC1CC1)O2	9	.
O=C(Cn1cc(C(=O)c2ccccc2F)c2ccccc21)NCC1CCCO1 (stereo not drawn)	-6	1
C[C@H](CO)N1C[C@H](C)[C@H](CN(C)CC2CC2)OCCCC[C@H](C)Oc2ccc(NC(=O)Nc3ccccc3)cc2C1=O	0	.

The whole of this part, from the start:
SMILES	p53 PUMA act	STK33 inh
C[C@@H]1CN([C@@H](C)CO)C(=O)c2cc(NC(=O)Nc3ccc(C(F)(F)F)cc3)ccc2O[C@@H]1CN(C)S(C)(=O)=O	.	-3
C[C@@H]1CN([C@H](C)CO)C(=O)Cc2cc(NC(=O)Nc3ccc(F)cc3)ccc2O[C@@H]1CN(C)C	.	1
COc1ccccc1-c1cnc2c(c1)C(=O)N([C@@H](C)CO)C[C@@H](C)[C@H](CN(C)C(=O)CC1CC1)O2	9	.
O=C(Cn1cc(C(=O)c2ccccc2F)c2ccccc21)NCC1CCCO1 (stereo not drawn)	-6	1
C[C@H](CO)N1C[C@H](C)[C@H](CN(C)CC2CC2)OCCCC[C@H](C)Oc2ccc(NC(=O)Nc3ccccc3)cc2C1=O	0	.
Cc1ccccc1N(CC(=O)O)S(=O)(=O)c1ccc(Cl)cc1	7	-1
C[C@@H]1CN([C@H](C)CO)C(=O)CCCn2cc(nn2)CO[C@@H]1CN(C)C(=O)Nc1ccc(N2CCCCC2)cc1	2	-2
C[C@H](CO)N1C[C@H](C)[C@H](CN(C)S(C)(=O)=O)OCc2cn(nn2)CCCC1=O	.	1
Cc1noc(C)c1S(=O)(=O)Nc1ccc2c(c1)C(=O)N([C@@H](C)CO)C[C@@H](C)[C@@H](CN(C)Cc1ccncc1)O2	.	1
C[C@@H]1CN([C@H](C)CO)C(=O)Cc2cc(N(C)C)ccc2O[C@@H]1CN(C)Cc1ccc(Cl)c(Cl)c1	-1	-4
CNC[C@H]1OCCCC[C@@H](C)Oc2ccc(NC(=O)NC(C)C)cc2C(=O)N([C@@H](C)CO)C[C@H]1C	-4	.
CC(C)NC(=O)Nc1cccc2c1O[C@H](CN(C)Cc1ccccc1)[C@@H](C)CN([C@@H](C)CO)C2=O	-12	.
C[C@@H]1CN([C@H](C)CO)C(=O)CCCn2cc(nn2)CO[C@H]1CN(C)C(=O)Nc1ccc2c(c1)OCO2	2	?
COc1ccc(S(=O)(=O)NCc2ccccc2)cc1-c1nnc2c3ccccc3c(C)nn12	-8	0
CC(C)COC(=O)N(C)C[C@H]1OCc2cnnn2CCCC(=O)N([C@H](C)CO)C[C@@H]1C	5	6
COc1ccc(NC(=O)N(C)C[C@H]2OCCCC[C@@H](C)Oc3ccc(N(C)C)cc3C(=O)N([C@H](C)CO)C[C@@H]2C)cc1	.	-2
CCOC(=O)c1ccc(NC(=O)C2C3CCC(C3=C(C)C)C2C(=O)O)cc1 (stereo not drawn)	-5	-4
C[C@H]1CCCCO[C@@H](CN(C)S(=O)(=O)c2ccccc2)[C@@H](C)CN([C@@H](C)CO)C(=O)c2cc(NC(=O)c3ccccc3)ccc2O1	-18	.
C[C@H](CO)N1C[C@H](C)[C@H](CN(C)Cc2ccc(F)cc2)Oc2ncc(-c3cccc(C(F)(F)F)c3)cc2C1=O	.	3
C=C1C(=O)O[C@H]2[C@H]1[C@@H](OC(=O)/C(C)=C\C)C(OC(C)=O)/C(C(=O)OC)=C\CC[C@@]1(C)O[C@H]21 (stereo partly drawn)	.	2
CCCNC(=O)N(C)C[C@H]1Oc2cc(C#Cc3cccc(F)c3)ccc2S(=O)(=O)N([C@@H](C)CO)C[C@H]1C	-17	.
C[C@@H]1CN([C@@H](C)CO)C(=O)Cc2cc(NC(=O)C3CCCCC3)ccc2O[C@@H]1CN(C)S(C)(=O)=O	.	-1
COc1ccc(OC)c(S(=O)(=O)Nc2cc(OC)c(Cl)cc2OC)c1	2	-2
C[C@@H]1CN([C@H](C)CO)C(=O)c2cc(/C=C/c3ccccc3)cnc2O[C@H]1CN(C)C(=O)Cc1ccccn1	13	.
O=C1C(=O)N(CCN2CCOCC2)C(c2ccncc2)C1C(=O)c1cc2ccccc2o1 (stereo not drawn)	11	-2
CNC[C@@H]1OCCCC[C@H](C)Oc2ccc(NC(=O)c3ccncc3)cc2C(=O)N([C@@H](C)CO)C[C@H]1C	4	.
C[C@@H]1CCCCO[C@@H](CN(C)C(=O)Nc2ccccc2)[C@@H](C)CN([C@@H](C)CO)C(=O)c2cc(NS(=O)(=O)c3ccccc3)ccc2O1	7	.
COc1ccccc1NC(=O)CSc1nnc(-c2ccc(Cl)cc2)o1	89*	6
NS(=O)(=O)c1cc2c(cc1Cl)NC(C1CC3C=CC1C3)NS2(=O)=O (stereo not drawn)	.	0
C[C@H]1CN([C@@H](C)CO)C(=O)c2cc(NC(=O)Nc3ccc(F)cc3)ccc2O[C@@H]1CN(C)Cc1ccccc1	.	0

Entries of single compounds from above. Order of screens: p53 PUMA act	STK33 inh
C[C@@H]1CN([C@H](C)CO)C(=O)c2cc(/C=C/c3ccccc3)cnc2O[C@H]1CN(C)C(=O)Cc1ccccn1 is listed with 13	.
O=C1C(=O)N(CCN2CCOCC2)C(c2ccncc2)C1C(=O)c1cc2ccccc2o1 (stereo not drawn) is listed with 11	-2
COc1ccccc1NC(=O)CSc1nnc(-c2ccc(Cl)cc2)o1 is listed with 89*	6
C[C@@H]1CCCCO[C@@H](CN(C)C(=O)Nc2ccccc2)[C@@H](C)CN([C@@H](C)CO)C(=O)c2cc(NS(=O)(=O)c3ccccc3)ccc2O1 is listed with 7	.
CNC[C@@H]1OCCCC[C@H](C)Oc2ccc(NC(=O)c3ccncc3)cc2C(=O)N([C@@H](C)CO)C[C@H]1C is listed with 4	.

More entries
SMILES	p53 PUMA act	STK33 inh
COc1cccc(-c2cnc3c(c2)C(=O)N([C@H](C)CO)C[C@H](C)[C@H](CN(C)C(=O)NC2CCCC2)O3)c1	.	-1
CCN(CC(N)=O)S(=O)(=O)c1ccc(OC)cc1	14	-6
COc1ccc([Si](C)(C)[C@H]2[C@H](CCO)O[C@@]3(C(=O)N(C)c4ccccc43)[C@@H]2C)cc1	.	2
C[C@@H]1CN([C@@H](C)CO)C(=O)c2cc(NC(=O)NC3CCCCC3)ccc2O[C@@H]1CN(C)Cc1ccccc1	.	-1
CC1CCc2c(sc(NC(=S)NC(=O)c3ccc(-c4ccc(Cl)cc4)o3)c2C(N)=O)C1 (stereo not drawn)	0	3
COc1ccc(NC(=O)N(C)C[C@@H]2OCc3cnnn3CCCC(=O)N([C@@H](C)CO)C[C@H]2C)c(OC)c1	.	3
COc1cc(-c2nnn(CC(=O)Nc3c(C)cccc3C)n2)cc(OC)c1OC	0	-1
C[C@H](CO)N1C[C@H](C)[C@H](CN(C)C(=O)Nc2ccc(F)cc2)Oc2ccc(NS(=O)(=O)c3cccs3)cc2CC1=O	3	0
Cc1cc(Cl)ccc1OCC(=O)Nc1ccc(Br)cc1C(=O)O	8	0
COc1ccccc1-c1cnc2c(c1)C(=O)N([C@@H](C)CO)C[C@@H](C)[C@@H](CN(C)Cc1ccc(C(=O)O)cc1)O2	1	.
CNCC[C@@H](Oc1ccccc1C)c1ccccc1	-5	.
COc1cc2ccc(=O)oc2c(O)c1OCC=C(C)C	30	.
CC1CCN(CC(=O)Nc2sc3c(c2C(=O)Nc2ccccc2)CCCC3)CC1	-5	0
CCOc1ccc(-c2nnc(SCC(=O)c3ccccc3N)n2C)cc1	67*	0
C[C@@H]1CN([C@@H](C)CO)C(=O)c2cc(NC(=O)Nc3ccc(C(F)(F)F)cc3)ccc2O[C@H]1CN(C)CC1CCCCC1	.	2
Cc1ccc2oc(-c3cccc(NC(=O)COc4ccccc4C)c3C)nc2c1	-5	3
C[C@@H]1CN([C@H](C)CO)C(=O)Cc2cc(NC(=O)C3CC3)ccc2O[C@@H]1CN(C)C(=O)NC1CCCCC1	.	1
Brc1ccc(C2=Nn3c(Cn4nnc5ccccc54)nnc3SC2)cc1	.	0
O=C(NCc1cccnc1)c1cc2cc(Cl)ccc2oc1=O	-5	-2
CC(C)NC(=O)[C@@]1(c2ccc([N+](=O)[O-])cc2)CC(=O)N(CC23CC4CC(CC(C4)C2)C3)[C@@H]1c1ccc(CO)cc1	.	-1
c1ccc(CCc2nn3c(COc4ccccc4)nnc3s2)cc1	11	.
Cc1ccc(S(=O)(=O)N(C)C[C@@H]2Oc3c(NS(=O)(=O)c4ccc(F)cc4)cccc3C(=O)N([C@@H](C)CO)C[C@@H]2C)cc1	2	.
C[C@H]1CN([C@@H](C)CO)C(=O)Cc2cc(NS(=O)(=O)c3ccccc3)ccc2O[C@@H]1CN(C)S(=O)(=O)c1cn(C)cn1	.	3
CC(=O)N/C(=C\c1ccccc1)C(=O)Nc1cccc(C#N)c1	.	-2
O=C(NCC(O)CO)[C@]1(Cc2ccccc2)N=C(c2ccc(OCCCO)cc2)O[C@@H]1c1ccccc1 (stereo partly drawn)	.	1
COc1ccc(CN(C)C[C@H]2Oc3c(NC(=O)Nc4ccc(C(F)(F)F)cc4)cccc3C(=O)N([C@H](C)CO)C[C@@H]2C)cc1	1	.
Cc1ccc(S(=O)(=O)Nc2ccc3c(c2)C(=O)N([C@H](C)CO)C[C@@H](C)[C@H](CN(C)C(=O)NC2CCCCC2)O3)cc1	.	0
C[C@H](CO)N1C[C@H](C)[C@H](CN(C)Cc2ccccc2)Oc2ccc(NS(=O)(=O)c3cccs3)cc2C1=O	.	-2
COc1ccccc1NC(=O)CSc1n[nH]c(-c2ccncc2)n1	-13	8
CN1CCN(CCCN2c3ccccc3Sc3ccc(Cl)cc32)CC1	.	-1&3
Nc1cc(=O)[nH]c(SCC(=O)Nc2ccc(Br)cc2Cl)n1	-5	5
Cc1ccc(Oc2ncccc2NC(=O)C(=S)NCc2ccccc2)c2c1CCC2	.	0
Cc1noc(C)c1NC(=O)Nc1ccc2c(c1)CC(=O)N([C@H](C)CO)C[C@@H](C)[C@H](CN(C)C)O2	-1	-2
O=C(O)CNS(=O)(=O)c1ccc(-c2ccccc2)cc1	-3	-3
CC(C)(C)OC(=O)N1C[C@@H]2C(NC(=O)c3nsc(Cl)c3Cl)[C@@H]2C1 (stereo partly drawn)	35	.
C[C@@H]1CCCCO[C@H](CN(C)C)[C@H](C)CN([C@H](C)CO)C(=O)c2cc(NS(=O)(=O)c3cccs3)ccc2O1	13	.
CCn1nc(C)c(NC(=O)CSc2nnc(-c3ccco3)n2C)c1C	12	-1
COc1ccccc1NC(=O)c1sc2ncn(CC(=O)Nc3ccccc3C)c(=O)c2c1C	6	2
C[C@@H]1CCCCO[C@@H](CN(C)Cc2ccc(Cl)c(Cl)c2)[C@H](C)CN([C@@H](C)CO)C(=O)c2cc(NC(=O)CCC(F)(F)F)ccc2O1	-63	.
Cc1noc(C)c1NC(=O)N(C)C[C@H]1Oc2ccc(NC(=O)NC(C)C)cc2C(=O)N([C@H](C)CO)C[C@@H]1C	.	-1
COc1cc(OC)c(C(=O)c2ccc(O)cc2)c(OC)c1	10	-2
CC(C)NC(=O)N(C)C[C@H]1OCCCC[C@@H](C)Oc2ccc(NC(=O)Nc3ccccc3)cc2C(=O)N([C@H](C)CO)C[C@@H]1C	0	.
C[C@@H]1CN([C@H](C)CO)C(=O)Cc2cc(N(C)C)ccc2O[C@H]1CN(C)Cc1ccc(C(F)(F)F)cc1	-4	-7
C[C@H](CO)N1C[C@H](C)[C@H](CN(C)C(=O)Nc2ccccc2)Oc2ncc(-c3ccc(C#N)cc3)cc2C1=O	4	.
Cc1noc(C)c1S(=O)(=O)Nc1ccc2c(c1)C(=O)N([C@@H](C)CO)C[C@H](C)[C@@H](CN(C)C(=O)Nc1ccc(F)cc1)O2	0	1
CC(C)NC(=O)N(C)C[C@H]1Oc2ccc(NC(=O)c3ccncc3)cc2CC(=O)N([C@@H](C)CO)C[C@@H]1C	.	2
C[C@H](CO)N1C[C@H](C)[C@@H](CN(C)C(=O)Cc2ccccc2)OCCCC[C@H](C)Oc2ccc(NC(=O)Nc3ccc(F)cc3)cc2C1=O	-15	.
C[C@@H]1CN([C@H](C)CO)C(=O)c2cc(NC(=O)Nc3ccc(F)cc3)ccc2O[C@H]1CN(C)Cc1ccc2c(c1)OCO2	-3	0
CNC1CCc2cc(OC)c(OC)c(OC)c2-c2ccc(OC)c(=O)cc21 (stereo not drawn)	-51	-1
O=C(CSC1CC(=O)N(c2ccc(I)cc2)C1=O)Nc1cccc(F)c1 (stereo not drawn)	3	8

(continued)
SMILES	p53 PUMA act	STK33 inh
COc1cccc2cc(C(=O)C3C(=O)C(=O)N(CCN4CCOCC4)C3c3cccc(Br)c3)oc12 (stereo not drawn)	1	-3
Nc1cc(N)nc(SCC(=O)c2ccc(Br)cc2)n1	-6	2
C[C@@H]1CCCCO[C@H](CN(C)Cc2ccncc2)[C@H](C)CN([C@@H](C)CO)C(=O)c2cc(NS(=O)(=O)c3ccccc3)ccc2O1	-4	.
C[C@H]1CN([C@@H](C)CO)C(=O)c2cccc(NS(=O)(=O)c3cccs3)c2O[C@@H]1CN(C)Cc1ccc(C(=O)O)cc1	8	.
Cc1cc([N+](=O)[O-])nn1CC(=O)Nc1cc(F)ccc1F	6	-2
C[C@@H]1CN([C@@H](C)CO)C(=O)c2cc(NC(=O)C3CC3)ccc2O[C@H]1CN(C)C(=O)Nc1cccc2ccccc12	1	.
COC(=O)c1cc(Br)ccc1NC(=O)COc1ccc(Cl)cc1C	10	1
Cc1ccc2cccc(S(=O)(=O)n3nc(C)cc3C)c2n1	10	-3
C[C@@H]1CN([C@@H](C)CO)C(=O)Cc2cc(NS(=O)(=O)c3ccc(F)cc3)ccc2O[C@@H]1CN(C)C(=O)Nc1ccc2c(c1)OCO2	.	0
C[C@@H]1CN([C@@H](C)CO)C(=O)CCCn2nncc2CO[C@H]1CN(C)C(=O)C1CC1	4	4
